aSyn yeast inh – inhibitors of alpha-synuclein toxicity in yeast; Yeast expressing alpha-synuclein, growth rescue, BacTiter-Glo, 24 h; Potency, µM (top dose mostly 46.1 µM), without a hit: top-dose growth rescue (activation), most hits filed as activators; 0.14% of 370,000 active; further: potency means the concentration at half of the fitted maximal effect; % of control where 0% means no effect; nearly all actives have a fitted effect of over 65% in size
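Rescue of yeast growth: cells expressing toxic alpha-synuclein, induced in galactose at OD600 0.02, incubated with compound 24 h at 30 C. ATP luminescence quantified growth; inhibitors of toxicity appear as activators.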
KB-V1 cytotox – KB-V1 MDR subline cytotoxicity; 3.4% of 400,000 active; KB-V1 MDR cells viability, CellTiter-Glo, 72 h; Potency, µM (top dose mostly 46.1 µM), for inactives: top-dose activity change, negative = cytotoxicity, hits mostly cytotoxic; further: potency means the concentration at half of the fitted maximal effect; on the % scale 0 is the no-effect control and ±100 the full control effect; nearly all actives have a fitted effect of over 60% in size
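Compound-treated KB-V1 multidrug-resistant cells, 72 h, 37 degrees C; viability by CellTiter-Glo. Fitted qHTS curves give the values.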
GLP1R inv ag – GLP-1 receptor (human) inverse agonism | 1.6% of 410,000 active | HEK293 GLP-1R CRE-luciferase, luminescence, 24 h; GLP-1R form is constitutively active | Potency, µM (titrated, usually from 38.3 µM), for the others: at the highest dose activity change, negative = inhibition, most hits filed as inhibitors | P43220; further: potency means the concentration at half of the fitted maximal effect; on the % scale 0 is the no-effect control and ±100 the full control effect; nearly all actives have a fitted effect of over 55% in size
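HEK293 cells stably co-expressing constitutively active GLP-1R and a cAMP-responsive luciferase reporter were seeded in DMEM with 10% Nu serum, given compounds after 12 h, and incubated 24 h at 37 deg C. Luminescence was then read.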
PTHR1 ag – activates the human parathyroid hormone receptor PTHR1; Potency, µM (series often up to 115 µM), without a hit: at the top dose activation, most hits filed as activators; 0.075% of 410,000 active; HEK293 GP2 PTHR1 cells, GloSensor cAMP luminescence, 1 h; further: potency means the concentration at half of the fitted maximal effect; nearly all actives have a fitted effect of over 55% in size; some results filed as inactive show a strong effect at the top dose; inactives centre near -15; many of its hits are not listed in these tables
Target sequence (Q03431 whole entry, looked up): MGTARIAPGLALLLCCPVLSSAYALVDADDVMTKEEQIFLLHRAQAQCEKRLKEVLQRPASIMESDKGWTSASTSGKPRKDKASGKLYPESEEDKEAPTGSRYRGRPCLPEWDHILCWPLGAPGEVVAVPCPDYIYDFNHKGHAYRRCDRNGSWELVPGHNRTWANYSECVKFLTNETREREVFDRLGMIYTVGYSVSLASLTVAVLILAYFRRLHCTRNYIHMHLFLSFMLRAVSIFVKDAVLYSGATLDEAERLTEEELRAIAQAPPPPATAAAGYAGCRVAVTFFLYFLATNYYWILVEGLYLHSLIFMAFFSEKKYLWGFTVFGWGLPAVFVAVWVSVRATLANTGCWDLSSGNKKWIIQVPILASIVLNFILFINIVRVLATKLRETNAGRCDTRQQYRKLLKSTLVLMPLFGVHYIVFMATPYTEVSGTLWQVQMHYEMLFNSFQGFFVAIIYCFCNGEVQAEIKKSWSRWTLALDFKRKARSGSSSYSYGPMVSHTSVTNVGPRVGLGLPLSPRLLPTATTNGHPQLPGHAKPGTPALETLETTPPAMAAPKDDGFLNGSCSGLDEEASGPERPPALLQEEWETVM
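HEK-293-derived GP2 cells expressing PTHR1 and a GloSensor cAMP reporter, 3,000/well, plated overnight, given luciferin plus IBMX (each 0.5 mM as added) for 1 h at 37 °C, then compound for 1 h at 37 °C. Luminescence was read after 15 min at room temperature.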
TDP-43 yeast inh – rescues yeast growth from TDP-43 toxicity; TDP-43 expressing yeast growth rescue, BacTiter-Glo, 24 h; Potency, µM (top dose mostly 46.1 µM), without a hit: at the top dose growth rescue (activation), most hits filed as activators; 1.8% of 410,000 active; AID 652104; further: potency means the concentration at half of the fitted maximal effect; % of control where 0% means no effect; nearly all actives have a fitted effect of over 50% in size
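Cell-based yeast growth screen: TDP-43 expression induced in galactose, inoculum OD600=0.02 after raffinose pregrowth to mid-log. Read-out BacTiter-Glo luminescence at 24 hr, 30 deg C; inhibition of toxicity seen as signal increase.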
D3 antag – blocks the human D3 dopamine receptor; 2.5% of 360,000 active; P35462; D3R cells, DiscoveRx beta-arrestin luminescence, antagonist mode; stronger effect = lower value; max response, negative = inhibition, %; in the data active means max response below about -50%; inconclusive means no clear call, values can overlap the other calls; further: on the % scale 0 is the no-effect control and ±100 the full control effect; mostly tested at two doses, the higher about 12 µM
Target sequence (P35462 whole entry, looked up): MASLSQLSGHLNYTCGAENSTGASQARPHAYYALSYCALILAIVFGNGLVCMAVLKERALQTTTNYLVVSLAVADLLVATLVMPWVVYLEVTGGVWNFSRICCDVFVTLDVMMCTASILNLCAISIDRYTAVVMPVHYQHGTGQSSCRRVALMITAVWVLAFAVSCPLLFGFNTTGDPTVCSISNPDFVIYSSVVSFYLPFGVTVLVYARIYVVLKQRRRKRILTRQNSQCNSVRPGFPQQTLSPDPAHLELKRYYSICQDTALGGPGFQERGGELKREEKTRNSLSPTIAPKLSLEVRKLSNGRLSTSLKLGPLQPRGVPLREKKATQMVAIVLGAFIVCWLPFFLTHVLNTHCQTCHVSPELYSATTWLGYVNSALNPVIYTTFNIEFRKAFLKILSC
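Cells plated overnight at 1500 cells/well, then exposed to library compounds with dopamine controls for 90 minutes at 37 degrees C. DiscoveRx reagent added for 30–60 minutes at room temperature; luminescence read, quantitative HTS format.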
D3 ag – agonists of human D3 dopamine receptor | P35462 | D3R DiscoveRx beta-arrestin cells, luminescence, 90 min | max activation, % | 0.58% of 410,000 active | AID 652048; in the data active means max activation above about 30%; further: 0% is about no effect; mostly tested at two doses, the higher about 12 µM
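Cells at 1500/well, incubated overnight, then treated with pinned compounds (dopamine as control) for 90 min at 37 degrees C. DiscoveRx reagent added for 30 - 60 minutes at room temperature; luminescence read.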
GLP1R ag – activates the human GLP-1 receptor | HEK293 GLP-1R CRE-luciferase, luminescence, 4-6 h; cells express a hypersensitive GLP-1R form | Potency, µM (doses to about 45.6 µM), without a hit: top-dose activation, actives largely listed as activators | 0.007% of 380,000 active | AID 624172; further: potency means the concentration at half of the fitted maximal effect; % of control where 0% means no effect
GLP1R cytotox – cytotoxicity in counter-screen for GLP-1R inverse agonists; Potency, µM (top dose mostly 38.3 µM), for inactives: top-dose activity change, negative = inhibition, hits mostly inhibitors; HEK293 cAMP-luciferase reporter cells, luminescence, 24 h; 0.13% of 410,000 active;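 further: loss of luciferase light is scored as toxicity; potency means the concentration at half of the fitted maximal effect; on the % scale 0 is the no-effect control and ±100 the full control effect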
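MLSMR compounds, 24 hr on cells at 37 deg C/5% CO2; luminescence after luciferase reagent (12 min RT). Inhibition counted as the undesired cytotoxic outcome.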
Active calls of the source: *; i = inactive; ? = inconclusive; · = not tested or not shown; [ ] = remark or other dose. Unless noted, the call rests on the fitted dose curve; in most records, active means well fitted curve in the direction sought with a large enough effect; inconclusive means small, poorly fitted or top-dose-only effect, or another doubt; inactive means no such curve, though single readings can be large; an effect the other way counts as inactive or inconclusive. A portion of the library. The share of hits here may be higher or lower than overall.

SMILES	aSyn yeast inh	KB-V1 cytotox	GLP1R inv ag	PTHR1 ag	TDP-43 yeast inh	D3 antag	D3 ag	GLP1R ag	GLP1R cytotox
COc1ccccc1N1CCN(S(=O)(=O)c2ccc3c4c(cccc24)C(=O)N3)CC1	14%	-17%	12%	i	-9%	-23	-7	4%	8%
COc1ccc2cc(C3(C)NC(=O)N(CC(=O)Nc4c(C)n(C)n(-c5ccccc5)c4=O)C3=O)ccc2c1 (stereo not given)	-1%	3%	15%	-7%	5%	1	-7	1%	11%
O=C(/C=C/c1ccccc1)N1CCN(CCN2C(=O)c3cccc4cccc(c34)C2=O)CC1	-3%	-26%	5%	-44%[inhibitor]	14%	-96*	-16	0%	3%
CCCc1cc2c(=O)c(-c3cscn3)c(C(=O)OCC)oc2cc1O	-2%	-3%	4%	i	-6%	4	0	15%	-9%
O=C(Nc1nccs1)c1ccccc1N=Cc1ccccc1	4%	3%	?	i	21%	17	-1	-3%	0%
CC(C)CCOc1ccc(C2(C)NC(=O)NC2=O)cc1 (stereo not given)	1%	?	18%	-35%[inhibitor]	-5%	4	4	8%	-24%
O=C(Nc1ccccc1N1CCCC1)c1ccco1	0%	0%	2%	-8%	3%	16	0	6%	1%
Clc1ccc(Cn2ccc(-c3ccc4c(c3)OCO4)n2)cc1Cl	10%	?	-3%	7%[57.5 µM]	12%	-21	2	0%	-2%
O=C(Cn1cnc2ccccc2c1=O)c1ccccc1	-1%	21%	1%	-3%[57.5 µM]	2%	-24	11	-1%	-11%
COCCCn1c(N)c(-c2nc3ccccc3n2C)c2nc3ccccc3nc21	0%	-13%	?	-5%[57.5 µM]	-8%	-88*	14	-13%	338%[activator]
Cc1cc(C)cc(C(=O)NCC(=O)OCC(=O)N2CCCC2)c1	-5%	6%	4%	-7%	25%	-14	-3	0%	-16%
O=C(CCC(=O)Nc1cccnc1)Nc1cccnc1	-7%	30%	-22%	i	7%	-7	-3	-6%	-9%
CCOC(=O)c1c(C)[nH]c(C)c1S(=O)(=O)N1CCC(c2ccccc2)C1 (stereo not given)	0%	-20%	?	-25%	10%	2	3	-1%	-8%
CCOc1ccc(C(=O)OCC(=O)N2CCOCC2)cc1OCC	-3%	3%	14%	i	-10%	-3	-4	7%	-1%
O=C(NCc1ccccc1CN1CCCC1)C1CCN(C(=O)c2ccc(Cl)cc2)CC1	1%	12%	14%	-23%	10%	21	0	3%	7%

The last 2 entries of the part before come first, to join the parts.
SMILES	aSyn yeast inh	KB-V1 cytotox	GLP1R inv ag	PTHR1 ag	TDP-43 yeast inh	D3 antag	D3 ag	GLP1R ag	GLP1R cytotox
CCOc1ccc(C(=O)OCC(=O)N2CCOCC2)cc1OCC	-3%	3%	14%	i	-10%	-3	-4	7%	-1%
O=C(NCc1ccccc1CN1CCCC1)C1CCN(C(=O)c2ccc(Cl)cc2)CC1	1%	12%	14%	-23%	10%	21	0	3%	7%
Cc1ccc(-n2c(C)n[nH]c2=S)cc1	-6%	?	17%	i	-1%	-2	2	-5%	-3%
CCN(CC)c1ccc(/C=N/NC(=O)Cc2cccs2)cc1	-3%	-28%	0%	8%	-7%	-22	-20	18%	3%
CCSc1nnc(-c2ccccc2SC)o1	12%	14%	19%	-4%	?	2	-1	3%	7%
Fc1ccccc1/C=N/Nc1nc(N2CCCCC2)nc(N2CCCCC2)n1	8%	?	-4%	-32%	29%	33	-6	-2%	-4%
O=C(Nc1ccc(C(F)(F)F)cc1)c1cc(S(=O)(=O)N2CCCc3ccccc32)ccc1F	·	-19%	?	-28%	8%	·	3	·	-11%
CCC(C(=O)NCC1CCCO1)N(C(=O)c1snc(C(N)=O)c1N)c1ccc(Cl)cc1 (stereo not given)	1%	-2%	30%	0%	-15%	16	14	25%	4%
COc1ccc(CCNC(=O)CSc2ccccn2)cc1OC	0%	1%	3%	-11%	8%	6	0	5%	-6%
Cc1c(Cc2ccccc2)c(=O)n2c([nH]c3ccccc32)c1C#N	-20%	13µM*	?	-30%[inhibitor]	-17%	24	8	11%	?
Cc1ccc(N(CC(=O)NC(C)(C)C)C(=O)CCC(=O)Nc2ccccn2)c(C)c1	-1%	?	6%	0%	11%	-6	-5	-6%	-10%
O=C(Cc1ccccc1F)Nc1ccc(Cl)nc1	-13%	?	43%[activator]	-14%[57.5 µM]	-5%	25	12	-3%	2%
O=C1CCc2nc3ccccc3c(=O)n2N1	6%	?	6%	-22%	6%	5	1	-16%	-8%
Cc1cccc(-c2ocnc2C(=O)Nc2ccccc2C(=O)N2CCCC2)c1	5%	?	-20%	-19%	18%	-10	-1	0%	24%
CCc1cc2c(N[C@@H](Cc3ccccc3)C(=O)O)ncnc2s1	1%	0%	16%	i	6%	3	0	2%	9%
CCOC(=O)C1=C(COC(=O)c2cccs2)NC(=O)NC1C (stereo not given)	-2%	12%	41%[activator]	i	7%	-2	8	10%	-8%
Cc1ccc(/C=N/c2sc3c(c2C#N)CCC3)s1	2%	2%	70%[activator]	-17%	8%	-2	-4	-3%	5%
O=C(O)CC1(CC(=O)Nc2ccc(Oc3cccc(C(F)(F)F)c3)nc2)CCCC1	4%	1%	-26%	-4%	12%	53	9	-3%	-24%
Cc1ccccc1NC(=S)NNC(=O)c1ccncc1	0%	-5%	-18%	-21%	18%	?	-8	0%	-7%
CCOC(=O)c1ccc(NC(=O)c2nccnc2C(=O)O)cc1	-2%	-18%	8%	17%	-3%	74	2	-3%	2%
CC(C)Oc1ccc(/C=N/NC(=O)C(CSCc2ccccc2)NC(=O)c2ccc([N+](=O)[O-])cc2)cc1 (stereo not given)	3%	-6%	10%	-12%	0%	-21	-3	-7%	-12%
CS(=O)(=O)c1ccc(C(=O)NNC(=O)c2cccs2)cc1	-5%	20%	-1%	i	18%	10	-1	2%	-1%
CCOC(=O)CC(N)c1ccc(OC)cc1 (stereo not given)	?	?	4%	i	-24%	30	-1	-9%	-3%
CCN(Cc1ccccc1)C(=O)c1c[nH]c2ccc(S(=O)(=O)N(C)CCC#N)cc2c1=O	-2%	-1%	0%	8%	-16%	-19	-8	-2%	-4%
CCOC(=O)c1c(N)sc(C(=O)N2CCCC2)c1C	-1%	0%	9%	21%	-4%	-12	6	3%	55%[activator]
C[C@@H]1CN([C@H](C)CO)C(=O)CCCn2nncc2CO[C@H]1CN(C)C(=O)NC1CCCCC1	-7%	?	21%	-11%	16%	-4	2	0%	-2%
COc1ccc(CCC(=O)N2CCN(c3cccc(C)c3C)CC2)cc1	22%	?	?	-48%	?	4	-4	9%	3%
O=C(O)Cc1sc(=O)[nH]c1O	-9%	0%	14%	i	-26%	-20	-3	1%	4%
Cc1cc2occ(CC(=O)Nc3nnc(C4CC4)s3)c2cc1C	1%	-4%	0%	-14%	19%	10	7	9%	-6%
Cc1cc(NC(=O)CSc2nnc3c(C)cc4cc(C)c(C)cc4n23)no1	-3%	-18%	8%	-9%[57.5 µM]	-23%	14	5	-4%	9%
O=[N+]([O-])c1ccc(NN=Cc2ccccc2)nc1	-3%	-1%	19%	i	20%	-19	-9	-4%	10%
Nc1ccc2oc3ncccc3c(=O)c2c1	5%	-25%	0%	-2%	8%	-98*	1	10%	1%
CCOc1ccc2nc(SCC)[nH]c2c1	3%	-2%	2%	-9%[57.5 µM]	25%	5	-3	-3%	-4%
COc1ccc(CNC(=O)c2cc3c(=O)oc4ccc(C)cc4c3s2)c(OC)c1	·	?	-7%	i	10%	·	6	0%	1%
CCOc1ccccc1CNc1nc2nc(C)cc(C)n2n1	·	-7%	3%	i	13%	·	6	·	-1%
COc1ccc(NC(=O)CSc2nc(N)c(NC(=O)c3ccccc3F)c(=O)[nH]2)cc1	0%	0%	5%	-33%[inhibitor]	18%	10	0	-2%	3%
COc1cccc(CCNC(=O)c2c(O)nc3ccccn3c2=O)c1	·	?	-8%	-10%	-18%	·	-8	5%	-4%
COc1ccc(Nc2nnc(SCC(=O)/C=C3/N(C)c4ccccc4C3(C)C)s2)cc1	14%	2.6µM*	11µM*	-35%[inhibitor]	11µM*	7	1	-2%	-23%
COCCNC(=O)C1(C)CCCN(CCSc2ccccc2)C1 (stereo not given)	10%	-11%	12%	i	8%	4	6	-2%	8%
C#CCOCCOCCOCCNc1nc(N2CCOCC2)nc(N2CCN(C(=O)[C@H](CCCCN)n3cc(CN)nn3)CC2)n1	3%	0%	19%	i	16%	12	-17	-5%	-3%
COc1cc(S(=O)(=O)N2CCOCC2)cc(C(=O)OCC(=O)NCc2ccco2)c1OC	0%	·	4%	i	5%	-4	-2	4%	11%
O=C1NN(c2ccccc2)C(=O)/C1=C\c1coc2ccc(O)cc2c1=O	-2%	-1%	?	-4%	8%	-24	-3	-4%	-17%
Cc1ccc(-n2nnnc2SCCNS(=O)(=O)c2ccccc2)cc1C	30%	?	11µM*	28%[57.5 µM]	11%	-24	-7	4%	4%
COC(=O)c1ccc(Cl)c(NC(=O)CN(c2ccc(OC)c(OC)c2)S(C)(=O)=O)c1	-3%	-3%	29%	-14%	-22%	-6	-9	2%	5%
Cc1ccc(S(=O)(=O)NCc2ccc(C(=O)N3CCN(c4ccccn4)CC3)cc2)cc1	8%	-17%	13µM*	-29%	2%	11	9	-6%	-24%
COC(=O)c1oc2ccccc2c1NC(=O)/C=C/C(=O)O	-3%	14%	-14%	i	-12%	11	-5	1%	-5%
CCCCCNCc1ccc(Cl)cc1	-4%	0%	9%	i	-2%	-9	2	0%	-4%
Cc1cc(C)cc(N(CC(=O)O)S(=O)(=O)c2c(C)[nH]c(=O)[nH]c2=O)c1	-15%	0%	1%	4%	-22%	-28	-1	0%	-8%

Bioassay records (PubChem BioAssay)
